TRHR ag = activates the human TRH receptor. actives 0.18% (n = 360,000). activation, % at 2 µM. P34981. TRHR cells, calcium flux fluo-8, FDSS agonist mode; in the data active = activation above about 30%; note: 0% is about no effect
Target sequence (P34981 whole entry, looked up): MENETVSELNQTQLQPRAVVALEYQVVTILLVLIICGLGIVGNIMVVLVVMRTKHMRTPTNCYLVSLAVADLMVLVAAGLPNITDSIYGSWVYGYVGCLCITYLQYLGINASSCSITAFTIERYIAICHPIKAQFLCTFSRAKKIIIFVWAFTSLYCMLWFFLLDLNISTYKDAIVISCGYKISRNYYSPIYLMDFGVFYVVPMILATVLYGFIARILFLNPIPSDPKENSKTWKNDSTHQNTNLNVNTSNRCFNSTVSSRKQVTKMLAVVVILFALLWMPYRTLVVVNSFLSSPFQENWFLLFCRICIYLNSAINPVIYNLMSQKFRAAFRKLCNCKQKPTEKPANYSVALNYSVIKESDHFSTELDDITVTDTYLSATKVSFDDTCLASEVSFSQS
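Steps: seed TRHR cells overnight; add fluo-8 no-wash Ca dye, RT 30 min–1.5 h; record 10 s baseline; pin-transfer compounds; monitor fluorescence 1 cycle/s for the agonist window. Calcium increases flag candidate agonists.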
Apoferritin bind = binds horse apoferritin like a general anesthetic; P02791; apoferritin/1-aminoanthracene competitive binding, fluorescence; Potency, µM (doses to about 77.5 µM), inactives show top-dose activity change, negative = displacement, hits mostly inhibitors; actives 0.074% (n = 350,000); AID 485281; note: potency is the fitted concentration of half-maximal effect; % is set by controls: 0 for no effect and ±100 for the full control effect; nearly all actives have a fitted effect of over 20% in size
Target sequence (P02791 2-175 limits assumed): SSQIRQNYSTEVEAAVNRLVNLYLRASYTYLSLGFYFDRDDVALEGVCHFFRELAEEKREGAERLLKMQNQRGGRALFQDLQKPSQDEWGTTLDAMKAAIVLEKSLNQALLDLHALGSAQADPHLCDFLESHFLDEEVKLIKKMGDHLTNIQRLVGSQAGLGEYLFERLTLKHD
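Concentration-response curves derived by four-parameter Hill fitting of normalized fluorescence, where compounds displaced 1-AMA from 10 uM horse apoferritin following a brief 10 min room-temperature incubation; propofol titration acted as positive control.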
TRHR enhancer = allosteric enhancers of human TRH receptor | actives 0.66% (n = 360,000) | TRHR cells, fluo-8 calcium fluorescence, EC20 TRH enhancement | AID 493056 | enhancement, % at 2 µM; in the data active = enhancement above about 30%; note: 0% is about no effect
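Enhancer read-out: after compound pinning and an initial kinetic agonist-mode read, an EC20 of TRH (10 nM final) was injected and fluo-8 calcium signal (Ex 480/Em 530) followed at 1 s/cycle for 100 cycles in TRHR-expressing cells.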
D1 antag = blocks dopamine activation of the human D1 receptor; P21728; HEK293 TREx D1 cells, calcium flux, dopamine EC80; hits give low values; activity change, negative = inhibition, % at 10 µM; actives 3.2% (n = 360,000); in the data active = activity change below about -30%; note: % is set by controls: 0 for no effect and ±100 for the full control effect
Target sequence (P21728 whole entry, looked up): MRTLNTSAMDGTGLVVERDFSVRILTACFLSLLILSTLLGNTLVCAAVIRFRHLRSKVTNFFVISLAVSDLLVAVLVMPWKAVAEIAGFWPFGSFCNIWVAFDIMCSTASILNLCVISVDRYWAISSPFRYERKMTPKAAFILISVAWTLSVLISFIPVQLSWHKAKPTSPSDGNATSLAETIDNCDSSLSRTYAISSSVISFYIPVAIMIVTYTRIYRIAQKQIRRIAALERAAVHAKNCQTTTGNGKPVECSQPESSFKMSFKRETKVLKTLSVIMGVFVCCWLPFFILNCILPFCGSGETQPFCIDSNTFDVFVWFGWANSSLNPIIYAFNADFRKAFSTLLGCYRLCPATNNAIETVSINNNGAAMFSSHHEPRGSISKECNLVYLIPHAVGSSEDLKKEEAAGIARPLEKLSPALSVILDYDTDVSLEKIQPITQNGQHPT
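Tetracycline-induced HEK293 Trex D1 cells, force-coupled to calcium, dye-loaded; compounds added and read 180 s, then EC80 dopamine added and calcium flux tracked kinetically another 180 s.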
D1 agonist = activates the human D1 dopamine receptor; HEK293 T-REx D1 cells, calcium flux, agonist mode; activation, % at 2 µM; actives 1% (n = 360,000); AID 504660; in the data active = activation above about 30%; note: 0% is about no effect
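Agonism was scored from calcium flux recorded over 180 s (1 read/s) after pintool compound addition, following a 10-cycle baseline. Cells were inducible force-coupled HEK293 TREx D1, plated overnight at 30 C and loaded with no-wash calcium dye.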
RXFP1 antagonist = blocks the human relaxin receptor RXFP1; AID 1259400; actives 0.59% (n = 350,000); HEK293-RXFP1, relaxin-stimulated cAMP HTRF, 30 min; hits give low values; activity change, negative = inhibition, % at 57.5 µM;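 active = activity change of -60% or lower, but not beyond a set lower limit; inconclusive = change between -60% and -40%, or beyond the set limit; inactive = change above -40%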; note: % is set by controls: 0 for no effect and ±100 for the full control effect
D2 PAM = positive allosteric modulators of human D2 dopamine receptor; P14416; HEK293 T-REx D2, calcium flux, EC20 dopamine potentiation; potentiation, % at 10 µM; actives 0.34% (n = 340,000); AID 485347;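 active = potentiation over 3 SD above the plate norm, cut at about 30% in these data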; note: 0% is about no effect
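Cells plated with tetracycline inducer and held overnight at 30 C; calcium dye loaded 30–90 min at room temperature; baseline taken, compound added and read 180 s; EC20 dopamine then added and read 180 s.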
D1 PAM = human D1 dopamine receptor positive modulation | P21728 | HEK293 TREx D1 cells, calcium flux, dopamine EC20 potentiation | potentiation, % at 10 µM | actives 0.036% (n = 360,000); in the data active = potentiation above about 30%; note: 0% is about no effect
RXFP1 agonist = RXFP1 (human) receptor agonism. Q9HBX9. HEK293T-RXFP1 cAMP TR-FRET, 30 min; response scale: percent of porcine relaxin response, buffer zero. Potency, µM (titrated, usually from 57.5 µM), for the others: at the highest dose activation, most hits filed as activators. actives 0.3% (n = 370,000); note: potency is the fitted concentration of half-maximal effect; % is set by controls: 0 for no effect and ±100 for the full control effect; nearly all actives have a fitted effect of over 60% in size; many of its hits are not listed in these tables
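cAMP rise read by TR-FRET after 30 min, 37C compound exposure (up to 58 uM) in RXFP1-transfected HEK293 cells with Ro 20174 present. EC50 from Hill-equation fits, with 29 nM porcine relaxin as 100% and buffer as basal.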
Active calls of the source: *; ? = inconclusive; . = not tested or not shown; & = joins results of further samples; [ ] = dose if it differs, or a comment. Unless noted, calls come from the whole dose curve; as a rule, active = well fitted curve in the direction sought with a large enough effect; inconclusive = small, poorly fitted or top-dose-only effect, or another doubt; inactive = no such curve, though single readings can be large; an effect the other way counts as inactive or inconclusive. An excerpt; count on the stated rates, not on these rows.

SMILES	D1 antag	TRHR ag	D1 PAM	Apoferritin bind	RXFP1 antagonist	D2 PAM	D1 agonist	RXFP1 agonist	TRHR enhancer
CC(/C=N/NC(=O)c1nnn(-c2nonc2N)c1C)=C\c1ccccc1	-5	1.0	-1	-3%	6	1	2	0.3%	4
Cc1ccc(NC(=O)N2CCc3ccccc3C2)cc1C	-28	-1.1	-2	?	-7	-16	3	2.5%	-6
CC(=O)C1=C(c2ccccc2)NC(=O)NC1c1ccccc1 (stereo unspecified)	-21	0.3	-2	-4%	-3	.	-3	-3.3%	2
Cn1cc(CN2CCCC(C(=O)Nc3cccc(-c4cc5ccccc5[nH]4)c3)C2)cn1 (stereo unspecified)	-19	1.4	-9	?	-16	0	12	1.6%	3
CCOc1ccc(NC(=O)NC2CC(=O)N(c3ccc(OC)cc3)C2)cc1 (stereo unspecified)	-6	-2.7	0	-8%	-20	11	3	0.1%	0
O=S(=O)(c1ccccc1)c1nc(-c2cccc(Cl)c2)oc1NCc1ccccc1	1	-0.7	-4	38%[activator]	-1	-2	1	-7.9%	-1
Cc1ccccc1NC(=O)/C=C/c1cccs1	3	-0.5	-4	-12%	-28	0	1	0.9%	0
O=C(CSc1nnc(CNC(=O)c2c(F)cccc2Cl)o1)NCc1ccc2c(c1)OCO2	-3	0.3	-2	-7%	2	12	0	0.4%	2
CC1(C)Cc2ccccc2-c2nnc(-c3ccc(O)cc3)n21	-1	-0.2	2	-9%	-3	6	11	1.3%	-2
Clc1ccc(Cn2ncc3c(NCc4ccccc4)ncnc32)c(Cl)c1	-17	-0.5	2	-9%	.	7	9	0.8%	1
COc1ccc2c(c1)cc(C(=O)N/N=C/c1c(O)c(C(=O)O)cc3ccccc13)n2C	2	33*	-1	125%[activator]	-24	4	9	18%	-1
O=S(=O)(NC1CC1)c1ccc(S(=O)(=O)N(Cc2ccccn2)C2CC2)cc1	-12	-0.8	0	-5%	-1	-2	8	-1.1%	2
NS(=O)(=O)c1ccc(NS(=O)(=O)c2cccs2)cc1	1	0.6	-4	5%	7	-6	3	0.8%	0
CCN(CC)CCNS(=O)(=O)c1ccc2[nH]cc(C(=O)O)c(=O)c2c1	15	0.0	-3	-11%	-1	-5	2	1.1%	-3
CC(C)(C)NCc1cc(Cl)ccc1OCc1ccccc1F	0	0.5	5	-6%	-28	5	3	0.3%	-2
Cc1cc(C)c(S(=O)(=O)N2CCCC(C(=O)N3CCCC3)C2)c(C)c1 (stereo unspecified)	-19	-0.3	1	-6%	1	8	2	2.0%	-6
Cc1ccc(S(=O)(=O)N2[C@@H](c3ccc(Cl)cc3)C(C(=O)O)=CC[C@H]2c2cccc(Cl)c2)cc1	1	0.1	2	.	.	2	1	-0.6%	5
CC(C)(C)C1CCC(C(=O)NNC(=O)c2ccncc2)CC1 (stereo unspecified)	20	0.0	1	.	-10	-11	0	0.8%	-2
Cc1ccccc1NC(=O)CNC(=O)Cc1cccc2ccccc12	-8	0.0	-9	.	-6	-11	0	0.1%	-9
O=C(COC(=O)c1ccc2c(c1)OCO2)Nc1nc(-c2ccccc2)cs1	-1	-0.5	-1	-2%	11	1	4	0.7%	0
COc1ccc(-c2n[nH]c(=S)n2-c2ccc(Br)cc2)cc1OC	1	-0.4	-2	-3%	-13	6	2	4.0%	-4
N#C/C(=C\c1cccc(F)c1)c1nc(-c2cc3c(ccc4ccccc43)oc2=O)cs1	-3	-0.4	1	1%	-10	-6	2	-0.8%	0
COCCNC(=O)C1c2cc(OC)c(OC)cc2C(=O)N(C)C1c1cccnc1 (stereo unspecified)	7	0.9	-2	-5%	1	0	2	-4.3%	0
Oc1ccc(-c2cn3c(n2)SCC3)cc1	-12	-0.2	0	-10%	-1	0	0	-4.1%	1
CCOc1ccc2cc(S(=O)(=O)N3CCN(C)CC3)ccc2c1	5	-0.1	6	-5%	-13	-8	0	-0.9%	-9
CN1CCN(Cc2nc3c(c(=O)n(C)c(=O)n3C)n2CCCc2ccccc2)CC1	5	0.2	-3	-9%	3	-7	2	0.7%	-7
COc1cc(NC(=O)COc2ccccc2C)ccc1NC(=O)c1ccco1	-7	0.2	-4	6%	-3	-1	-1	4.4%	5
COc1ccc([C@H]2Oc3cc(O)cc(O)c3C(=O)C2[C@@H]2C(=O)c3c(O)cc(O)cc3O[C@@H]2c2ccc(OC)cc2)cc1 (stereo partly specified)	-9	1.0	-5	-10%	.	-5	10	6.1%	5
COc1ccc(C2C3=C(CCCC3=O)N(CC(=O)O)C3=C2C(=O)CCC3)cc1	-6	0.8	1	240%[activator]	7	10	4	3.3%	2
CCn1cc([N+](=O)[O-])c(C(=O)N2CCOCC2)n1	-8	-0.1	0	3%	-4	8	1	0.4%	2
Cc1ccc(Nc2ncc(C(=O)NCCCN3CCN(C)CC3)c3ccccc23)cc1Cl	-18	-0.3	-10	0%	15	-12	2	1.2%	-3
COc1ccc(-c2nc(-c3ccccc3)c(-c3cc([N+](=O)[O-])ccc3C)[nH]2)cc1OC	.	-0.3	-3	-15%	13	-12	2	2.9%	-10
C/C(=N\OC(=O)Nc1ccccc1)c1cnn(-c2cc(C(F)(F)F)cc(C)n2)c1C	10	0.1	-4	-9%	-27	9	1	4.2%	1
CCC(C(=O)OCC(=O)Nc1ccc2[nH]c(=O)[nH]c2c1)c1ccccc1 (stereo unspecified)	-16	-0.1	-4	.	-19	4	-1	-1.5%	-3
Oc1ccc(C[C@@H]2CNC(=S)N2CCCCC2CCCCC2)cc1	11	0.4	-1	-19%	.	4	-3	-0.1%	0
COc1ccccc1NC(=O)Cn1c([N+](=O)[O-])cnc1C	5	0.3	1	-1%	-2	-3	4	0.0%	-8
O=C(NNC(=O)C1CC(c2cccs2)=NO1)Nc1ccccc1 (stereo unspecified)	-5	0.0	0	-4%	6	-3	2	-2.2%	2
CCOC(=O)c1c(C)oc2cc(Br)c(O)c(Br)c12	-10	-0.3	-1	-2%	-16	-10	0	0.5%	2
CCc1ccc(C(=O)NC(=S)Nc2ccc3c(c2)OCCO3)cc1	-5	-0.4	-10	-19%	-8	17	1	0.0%	-4
Cc1cccc(N2C(=N)SCC2=O)c1C	8	-0.3	-5	-5%	-1	-3	6	2.7%	-12
C/C(=N\Nc1ccc([N+](=O)[O-])cc1)c1ccc(C#N)cc1	-6	0.6	-1	-4%	10	15	4	5.1%	-8
Cc1ccc(C(=O)NNC(=S)NC(=O)c2ccco2)cc1	-11	11	-8	-2%	-35	-5	59*	-0.2%	5
CC1CCCC(C)N1C(=O)COC(=O)CNC(=O)C12CC3CC(CC(C3)C1)C2 (stereo unspecified)	4	0.1	-7	.	-4	-6	2	0.7%	27
Cc1nc(SCC(=O)Nc2c(C)n(C)n(-c3ccccc3)c2=O)[nH]c(=O)c1Cc1ccccc1	0	0.1	-4	-10%	-4	-1	0	0.1%	5
CC(=O)c1ccc(-c2nnc(CCC(=O)N(C)Cc3cccc4cnccc34)o2)s1	-16	1.1	3	-8%	-1	6	7	?	1
O=C1C=C(c2ccc(CO)cc2)C[C@@H](c2ccc3c(c2)OCO3)C1	.	0.0	-1	.	.	-16	1	0.2%	-2
FC(F)(F)c1cc(C(F)(F)F)c2ccc(N3CCOCC3)nc2n1	-2	-1.4	-6	-1%	-10	-1	0	0.0%	9
C=CCN(CC=C)C(=S)NCCc1ccc(OC)c(OC)c1	8	-0.7	-3	-9%	5	-9	1	-1.4%	-2
Cc1cccc(NC(=O)CSc2nc3nc4c(cc3c(=O)n2-c2ccccc2)CCCC4)c1	5	-0.7	2	-7%	.	-3	6	1.8%	-4
CCCCN(C)C1CCN(C(=S)Nc2ccc(OC)cc2)CC1	-2	0.1	0	-6%	-7	-5	3	6.2%	9

Shown with values under each structure: 2 of the compounds above
Every second line gives: D1 antag | TRHR ag | D1 PAM | Apoferritin bind | RXFP1 antagonist | D2 PAM | D1 agonist | RXFP1 agonist | TRHR enhancer
> CC(=O)c1ccc(-c2nnc(CCC(=O)N(C)Cc3cccc4cnccc34)o2)s1
    -16 | 1.1 | 3 | -8% | -1 | 6 | 7 | ? | 1
> O=C1C=C(c2ccc(CO)cc2)C[C@@H](c2ccc3c(c2)OCO3)C1
    . | 0.0 | -1 | . | . | -16 | 1 | 0.2% | -2

New compounds follow
SMILES	D1 antag	TRHR ag	D1 PAM	Apoferritin bind	RXFP1 antagonist	D2 PAM	D1 agonist	RXFP1 agonist	TRHR enhancer
COc1ccc(OC)c(NC(=O)NC2CCCc3ccccc32)c1 (stereo unspecified)	-4	-0.9	-5	-2%	-1	-4	0	1.0%	-4
CC1CCCCC1NC(=O)c1ccc(-n2cncn2)c([N+](=O)[O-])c1 (stereo unspecified)	-22	0.1	-4	.	-1	-1	2	0.5%	10
COc1ccc(-n2nc(C(=O)N3CCN(c4ccccc4OC)CC3)c3c4ccccc4n(C)c3c2=O)cc1Cl	-2	-1.1	0	5%	2	6	1	2.8%	6
CC(Oc1ccc(Cl)cc1Cl)C(=O)OCn1nnc2ccccc2c1=O (stereo unspecified)	-7	0.2	4	?	2	-8	0	1.0%	-4
CCC(=O)N1c2ccc(S(=O)(=O)NCCc3ccccc3)cc2CC1C (stereo unspecified)	-8&-25	-0.5&-0.6	-7&0	-22%&-16%	5	-3&-6	9&10	7.6%&1.6%	18&8
Cn1cc(CCNCc2cn[nH]c2-c2ccc(-c3ccccc3)cc2)cn1	0	0.4	-6	-10%	-26	-8	2	18%	4
COc1cc2c(cc1OC)C(c1cccs1)N(C(=O)c1cccnc1)CC2 (stereo unspecified)	-9	-0.3	-5	-7%	-3	15	0	-0.5%	1
C=CCn1c(COc2ccc(F)cc2)nnc1SCC(=O)NC1CCS(=O)(=O)C1 (stereo unspecified)	16	-0.3	-3	.	-7	-12	-1	0.7%	3
CN1CCN(CCCNC(=O)c2cc3c(=O)n(C)c4ccccc4c3s2)CC1	-4	0.1	-6	-8%	4	-5	0	3.4%	2
Cc1ccc(C)c2[nH]c(=O)c(CN(Cc3cccnc3)C(=S)NCc3ccco3)cc12	-8	-0.1	-1	1%	4	3	0	-1.1%	5
CC1CCN(C(=S)c2ccc(-c3ccc(Cl)cc3Cl)o2)CC1	16	-1.2	-10	4%	-6	2	2	4.1%	0

Assay outcomes deposited in PubChem by National Center for Advancing Translational Sciences (NCATS).
